Compound activity (PubChem)
PRC2 inh: blocks human EZH2/PRC2 H3K27 methylation | AID 651548 | DELFIA TRF, 1 h | hit rate 0.35% among 57,000 | inhibition, % at 12.5 µM;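 active = mean inhibition of replicates at least 50% and every single replicate also reaching 50%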;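 note: dimethyl H3K27 on biotinylated H3 21-44 peptide detected by antibody; plate controls were median neutral control wells for no effect and median positive control wells for full effect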
IDH1 R132H inh: blocks human IDH1 R132H reductase activity | diaphorase/resazurin fluorescence, 60 min | inhibition, % at 10 µM | hit rate 0.18% among 70,000; in the data active = inhibition above about 34%;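 note: 0% = DMSO and 100% = no enzyme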
Target sequence (O75874 whole entry R132H): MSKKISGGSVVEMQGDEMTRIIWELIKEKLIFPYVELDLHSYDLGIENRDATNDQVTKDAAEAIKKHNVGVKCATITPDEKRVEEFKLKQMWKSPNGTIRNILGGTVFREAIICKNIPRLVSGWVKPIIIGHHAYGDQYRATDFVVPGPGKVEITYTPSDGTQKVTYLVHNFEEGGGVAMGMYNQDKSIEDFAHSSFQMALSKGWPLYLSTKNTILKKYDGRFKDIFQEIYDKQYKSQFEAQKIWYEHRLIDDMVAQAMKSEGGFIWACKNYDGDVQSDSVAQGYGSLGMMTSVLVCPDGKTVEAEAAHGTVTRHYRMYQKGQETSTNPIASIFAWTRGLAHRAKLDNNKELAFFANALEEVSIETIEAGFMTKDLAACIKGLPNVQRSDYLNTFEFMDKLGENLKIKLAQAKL
* = called active by the depositor; · = no result given. These rows are one share of the data (hit frequency here may not be typical).

Each structure is followed by: PRC2 inh | IDH1 R132H inh
- CCCNC(=O)N(C)C[C@@H]1Oc2ncc(C#CCC(C)C)cc2C(=O)N([C@@H](C)CO)C[C@H]1C
→ · | 0.2
- C[C@H]1CN([C@@H](C)CO)C(=O)c2cc(NS(C)(=O)=O)ccc2O[C@@H]1CN(C)C(=O)NC1CCCCC1
→ 3 | -0.4
- COc1ccccc1NC(=O)N[C@H]1C=C[C@@H](CC(=O)N[C@@H](C)c2ccccc2)O[C@H]1CO
→ 6 | -0.2
- C[C@@H]1CN([C@H](C)CO)S(=O)(=O)c2ccc(-c3cccnc3)cc2O[C@@H]1CN(C)CC1CC1
→ -6 | 2.4
- Cc1noc(C)c1NC(=O)N(C)C[C@H]1OCCCC[C@@H](C)Oc2ccc(NS(=O)(=O)c3cccs3)cc2C(=O)N([C@H](C)CO)C[C@H]1C
→ · | 2.0
- C[C@@H]1CCCCO[C@@H](CN(C)C(=O)NC2CCCCC2)[C@@H](C)CN([C@H](C)CO)C(=O)c2cc(NC(=O)Cc3ccccc3)ccc2O1
→ · | 0.1
- CN1CCN(C(=O)C[C@@H]2C=C[C@H](NC(=O)Nc3ccccc3F)[C@H](CO)O2)CC1
→ 6 | -0.1
- CC(C)NC(=O)N(C)C[C@H]1Oc2ccc(NS(=O)(=O)c3ccc(F)cc3)cc2C(=O)N([C@H](C)CO)C[C@H]1C
→ 10 | 1.6
- Cc1noc(C)c1S(=O)(=O)N(C)C[C@@H]1OCCCC[C@@H](C)Oc2ccc(NC(=O)CCCCCC(=O)Nc3ccccc3N)cc2C(=O)N([C@H](C)CO)C[C@@H]1C
→ -3 | ·
- CCCN1C[C@H](C)[C@H](OC)CN(C)C(=O)c2cc(NC(=O)c3ccno3)ccc2OC[C@@H]1C
→ 8 | 0.4
- Cc1noc(C)c1S(=O)(=O)Nc1ccc2c(c1)C(=O)N([C@@H](C)CO)C[C@@H](C)[C@@H](CN(C)Cc1ccncc1)OCCCC[C@H](C)O2
→ · | 5.3
- Cc1ccc2nc(-c3ccc(NC(=O)[C@@H]4CCCC[C@@H]4C(=O)O)cc3)sc2c1
→ 11 | 0.0
- Cc1ccc(S(=O)(=O)N(C)C[C@H]2Oc3ccc(NC(=O)CCCN(C)C)cc3C(=O)N([C@@H](C)CO)C[C@H]2C)cc1
→ -7 | -3.3
- CCC(=O)N(C)C[C@@H]1Oc2cc(C#CCN(C)C)ccc2S(=O)(=O)N([C@H](C)CO)C[C@@H]1C
→ 5 | 0.3
- Cc1noc(C)c1S(=O)(=O)Nc1ccc2c(c1)C(=O)N([C@H](C)CO)C[C@H](C)[C@@H](CN(C)C(=O)Nc1ccc(C(F)(F)F)cc1)OCCCC[C@H](C)O2
→ · | 9.6
- CC(=O)N(C)C[C@H]1Oc2cc(C#CC3(O)CCCC3)ccc2S(=O)(=O)N([C@H](C)CO)C[C@H]1C
→ -13 | -5.3
- COc1ccc(S(=O)(=O)Nc2cccc3c2O[C@H](CN(C)S(=O)(=O)c2cccs2)[C@H](C)CN([C@H](C)CO)C3=O)cc1
→ · | -1.1
- Cc1ccc(N(Cc2cc3ccccc3[nH]c2=O)C(=O)c2cccnc2)cc1
→ -19 | 0.0
- C[C@@H]1CCCCO[C@H](CN(C)Cc2ccc(C(=O)O)cc2)[C@H](C)CN([C@H](C)CO)C(=O)c2cc(NS(=O)(=O)c3ccc(F)cc3)ccc2O1
→ · | 3.6
- C[C@H](CO)N1C[C@H](C)[C@@H](CN(C)C(=O)NC2CCCCC2)OCCCC[C@H](C)Oc2ccc(NC(=O)Nc3ccc(F)cc3)cc2C1=O
→ · | 1.4
- C[C@@H](NC(=O)C[C@H]1C=C[C@H](NC(=O)Cc2ccccn2)[C@@H](CO)O1)c1ccccc1
→ 8 | 0.0
- CC(C)CC#Cc1ccc2c(c1)O[C@H](CN(C)CC1CC1)[C@H](C)CN([C@@H](C)CO)S2(=O)=O
→ -7 | -1.8
- C[C@H](CO)N1C[C@H](C)[C@@H](CN(C)C(=O)c2cccnc2)Oc2cc(-c3cccc(C#N)c3)ccc2S1(=O)=O
→ · | 1.2
- COc1ccccc1NC(=O)N[C@H]1CC[C@H](CCNC(=O)Cc2ccccn2)O[C@@H]1CO
→ 0 | -0.1
- C[C@@H]1CN([C@H](C)CO)C(=O)Cc2cc(N(C)C)ccc2O[C@@H]1CN(C)Cc1ccc(C(=O)O)cc1
→ -1 | 1.0
- Cc1cc(C(=O)Nc2cccc3c2O[C@@H](CN(C)Cc2ccc(C(F)(F)F)cc2)[C@@H](C)CN([C@@H](C)CO)C3=O)n(C)n1
→ 7 | ·
- CC(C)NC(=O)NCC[C@@H]1CC[C@H](NC(=O)CN(C)C)[C@@H](CO)O1
→ 6 | 0.7
- CCCC(=O)Nc1ccc2c(c1)C(=O)N(C)C[C@@H](OC)[C@H](C)CN(Cc1ccc(F)cc1)[C@H](C)CO2
→ -6 | -0.3
- CCCN(C)C[C@H]1Oc2cc(-c3cccc(C#N)c3)ccc2S(=O)(=O)N([C@H](C)CO)C[C@H]1C
→ 2 | -0.2
- Cc1ccc(S(=O)(=O)Nc2ccc3c(c2)C(=O)N([C@H](C)CO)C[C@@H](C)[C@H](CN(C)Cc2ccc(Oc4ccccc4)cc2)O3)cc1
→ · | 1.9
- COc1ccc(CCNC(=O)c2nc3ncccn3n2)cc1OC
→ 12 | 0.1
- C[C@@H]1CN([C@@H](C)CO)C(=O)c2cc(NC(=O)c3ccncc3)ccc2O[C@@H](C)CCCCO[C@@H]1CN(C)C(=O)Cc1ccccc1
→ · | -0.7
- C[C@@H]1CN([C@H](C)CO)C(=O)c2cc(NS(=O)(=O)c3cn(C)cn3)ccc2O[C@@H]1CN(C)CC1CC1
→ 2 | -0.3
- COc1ccc(C)cc1S(=O)(=O)N1CCCC(C(N)=O)C1 (stereo unspecified)
→ -6 | 1.6
- CO[C@@H]1CN(C)C(=O)c2cc(NC(=O)C3CCC3)ccc2OC[C@@H](C)N(Cc2ccncc2)C[C@H]1C
→ 3 | 0.0
- COc1ccccc1-c1cn(CC[C@@H]2CC[C@H](NC(=O)CCN3CCCCC3)[C@@H](CO)O2)nn1
→ -3 | -0.3
- C[C@@H]1CN([C@H](C)CO)C(=O)c2cccc(NC(=O)c3ccc(-c4nccs4)cc3)c2O[C@@H]1CN(C)S(=O)(=O)c1ccccc1
→ · | -1.0
- C[C@@H]1CN([C@@H](C)CO)S(=O)(=O)c2ccc(-c3ccc(C#N)cc3)cc2O[C@@H]1CN(C)C
→ 5 | 4.5
- CC(C)CC#Cc1ccc2c(c1)O[C@@H](CN(C)C(=O)C1CCCCC1)[C@@H](C)CN([C@@H](C)CO)S2(=O)=O
→ -1 | -0.4
- Cc1c(NC(=S)NC(=O)COc2ccccc2)cccc1-c1nc2ccccc2s1
→ 4 | 0.5
- Cc1noc(C)c1NC(=O)Nc1ccc2c(c1)C(=O)N([C@@H](C)CO)C[C@H](C)[C@@H](CN(C)Cc1ccccc1)OCCCC[C@H](C)O2
→ · | 2.5
- CC(C)NC(=O)Nc1ccc2c(c1)CC(=O)N([C@@H](C)CO)C[C@@H](C)[C@@H](CN(C)S(=O)(=O)c1ccccc1)O2
→ 6 | -1.3
- Cc1ccc(S(=O)(=O)N(C)C[C@@H]2OCCCC[C@@H](C)Oc3ccc(NS(=O)(=O)c4ccc(F)cc4)cc3C(=O)N([C@H](C)CO)C[C@H]2C)cc1
→ · | -1.7
- C[C@H](CO)N1C[C@H](C)[C@H](CN(C)Cc2ccc(Oc3ccccc3)cc2)Oc2ccc(NC(=O)CCCN(C)C)cc2CC1=O
→ -20 | -0.5
- COc1cccc(S(=O)(=O)N(C)C[C@@H]2Oc3cc(C4=CCCC4)ccc3S(=O)(=O)N([C@H](C)CO)C[C@H]2C)c1
→ · | -0.1
- C[C@@H]1CN([C@@H](C)CO)C(=O)c2cc(-c3cccnc3)cnc2O[C@H]1CN(C)C(=O)C1CCOCC1
→ 6 | -2.0
- O=C(C[C@@H]1CC[C@@H](NC(=O)c2cccnc2)[C@@H](CO)O1)NCc1ccc(Cl)c(Cl)c1
→ 10 | 0.0
- COCC(=O)Nc1ccc2c(c1)[C@H]1C[C@@H](CC(=O)N3CCCCC3)O[C@H](CO)[C@H]1O2
→ -3 | 0.5
- COc1ccc(NC(=O)Nc2ccc3c(c2)[C@@H]2C[C@@H](CC(=O)N4CCN(C)CC4)O[C@@H](CO)[C@@H]2O3)cc1
→ -5 | 0.0
- C[C@H]1CN([C@@H](C)CO)C(=O)c2cc(/C=C/c3ccccc3)cnc2O[C@H]1CN(C)C(=O)Cc1ccccn1
→ · | 0.3
- C[C@H](CO)N1C[C@H](C)[C@H](CN(C)Cc2ccncc2)Oc2c(NC(=O)Nc3ccc(F)cc3)cccc2C1=O
→ -1 | 3.6
- COc1cc(/C=N/NC(=O)c2cccc(C(=O)NO)c2)c([N+](=O)[O-])cc1OC
→ 7 | ·
- C[C@H](CO)N1C[C@H](C)[C@@H](CN(C)S(=O)(=O)c2ccccc2)OCCCC[C@H](C)Oc2ccc(N(C)C)cc2C1=O
→ 6 | -0.7
- C[C@H]1CN([C@@H](C)CO)C(=O)Cc2cc(NC(=O)Nc3cccc4ccccc34)ccc2O[C@H]1CN(C)Cc1ccc(C(=O)Nc2ccccc2N)cc1
→ -36 | 1.9
- O=C(C[C@H]1C[C@@H]2c3cc(NS(=O)(=O)c4ccc(F)cc4)ccc3O[C@@H]2[C@H](CO)O1)NC1CCCCC1
→ 7 | -0.2
- COc1ccc(NC(=O)N[C@@H]2CC[C@H](CCn3cc(-c4ccc(OC)cc4)nn3)O[C@@H]2CO)cc1
→ 9 | 0.0
- Cc1noc(C)c1NC(=O)N[C@@H]1C=C[C@H](CC(=O)NCCCN(C)C)O[C@H]1CO
→ 3 | 0.2
- COc1cccc(C(=O)Nc2ccc3c(c2)OC[C@H](C)N(CCc2ccccc2)C[C@H](C)[C@@H](OC)CN(C)C3=O)c1
→ -14 | -0.1
- Cc1ccc(S(=O)(=O)Nc2ccc3c(c2)CC(=O)N([C@@H](C)CO)C[C@H](C)[C@H](CN(C)Cc2ccc4c(c2)OCO4)O3)cc1
→ -4 | 0.0
- COc1ccccc1NC(=O)C1=C(C)Nc2ncnn2C1c1cc(Br)c(O)c(OC)c1 (stereo unspecified)
→ 8 | -0.4

Molecules listed so far containing a cyano group, in the order listed:
Each structure is followed by: PRC2 inh | IDH1 R132H inh
- C[C@H](CO)N1C[C@H](C)[C@@H](CN(C)C(=O)c2cccnc2)Oc2cc(-c3cccc(C#N)c3)ccc2S1(=O)=O
→ · | 1.2
- CCCN(C)C[C@H]1Oc2cc(-c3cccc(C#N)c3)ccc2S(=O)(=O)N([C@H](C)CO)C[C@H]1C
→ 2 | -0.2
- C[C@@H]1CN([C@@H](C)CO)S(=O)(=O)c2ccc(-c3ccc(C#N)cc3)cc2O[C@@H]1CN(C)C
→ 5 | 4.5

Going on with the list.
Compound,PRC2 inh,IDH1 R132H inh
C[C@H]1CN([C@@H](C)CO)C(=O)CCCn2cc(nn2)CO[C@H]1CN(C)Cc1ccc(O)cc1,-3,·
C[C@H]1CN([C@@H](C)CO)S(=O)(=O)c2ccc(C#CCC3CCCC3)cc2O[C@@H]1CN(C)C(=O)c1ccccn1,-1,-0.8
C[C@H](CO)N1C[C@H](C)[C@H](CN(C)S(=O)(=O)c2ccc(Cl)cc2)Oc2ccc(NC(=O)C3CC3)cc2CC1=O,6,1.3
CCCNC(=O)N(C)C[C@H]1Oc2ncc(C#CC3(O)CCCC3)cc2C(=O)N([C@@H](C)CO)C[C@@H]1C,7,-2.6
C[C@@H]1CN([C@H](C)CO)C(=O)c2cc(NC(=O)C3CC3)ccc2O[C@H]1CN(C)C,-10,0.8
C[C@@H]1CN([C@@H](C)CO)C(=O)c2cc(N(C)C)ccc2O[C@H]1CN(C)S(=O)(=O)c1cn(C)cn1,-5,1.1
COCC(=O)N(C)C[C@H]1Oc2cc(-c3ccccc3F)ccc2S(=O)(=O)N([C@@H](C)CO)C[C@@H]1C,17,2.8
NS(=O)(=O)c1ccc(NC(=O)CSc2nnc(-c3ccccc3F)n2-c2ccccc2)cc1,-7,0.4
COc1ccc(S(=O)(=O)N(C)C[C@H]2Oc3ccc(NC(=O)Cc4ccccc4)cc3C(=O)N([C@@H](C)CO)C[C@@H]2C)cc1,·,-0.8
O=C(NCC[C@@H]1CC[C@H](NC(=O)C2CCOCC2)[C@@H](CO)O1)c1ccc(F)cc1,2,0.0
C[C@H](CO)N1C[C@H](C)[C@H](CN(C)S(=O)(=O)c2ccc(C#N)cc2)Oc2ncc(C#Cc3ccc(F)cc3)cc2C1=O,-8,-0.4
CS(=O)(=O)Nc1ccc2c(c1)[C@H]1C[C@H](CC(=O)NCc3ccc(-c4ccccc4)cc3)O[C@H](CO)[C@H]1O2,-4,-1.3
O=NC(=O)c1cccc(C(=O)NNC=C2C=CN(O)C=C2)c1,0,-1.6
N#Cc1ccc(NC(=O)c2ccc(Br)o2)cc1,-1,-0.7
C[C@H]1CN([C@@H](C)CO)C(=O)c2cc(NC(=O)NC3CCCCC3)ccc2O[C@H]1CN(C)C,11,2.1
Cc1ccc(S(=O)(=O)N(C)C[C@@H]2Oc3cc(C#CC4CCCC4)ccc3S(=O)(=O)N([C@@H](C)CO)C[C@@H]2C)cc1,-2,-3.5

3 entries from above, with each value named.
C[C@H]1CN([C@@H](C)CO)C(=O)c2cc(NC(=O)NC3CCCCC3)ccc2O[C@H]1CN(C)C
  PRC2 inh: 11	IDH1 R132H inh: 2.1
CS(=O)(=O)Nc1ccc2c(c1)[C@H]1C[C@H](CC(=O)NCc3ccc(-c4ccccc4)cc3)O[C@H](CO)[C@H]1O2
  PRC2 inh: -4	IDH1 R132H inh: -1.3
C[C@H]1CN([C@@H](C)CO)S(=O)(=O)c2ccc(C#CCC3CCCC3)cc2O[C@@H]1CN(C)C(=O)c1ccccn1
  PRC2 inh: -1	IDH1 R132H inh: -0.8
